Tau fibril FP: tau fibrillization inhibition (FP) | K18 P301L tau heparin fibrillization, Alexa594 FP, 6 h | Potency, µM (doses to about 57.7 µM), inactives show at the highest dose activity, negative = inhibition, hits mostly inhibitors | 0.39% of 280,000 active | AID 1468; also: % is scaled to controls: 0 for no effect and ±100 for the full control effect; nearly all actives have a fitted effect of over 55% in size
Target sequence (P10636 561-689 P618L limits assumed): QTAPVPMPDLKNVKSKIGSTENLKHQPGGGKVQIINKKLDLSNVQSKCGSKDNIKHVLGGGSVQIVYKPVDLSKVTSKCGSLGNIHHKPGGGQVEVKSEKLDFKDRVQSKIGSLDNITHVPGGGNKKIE
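Recombinant K18 P301L […], labeled with Alexa 594 at 0.24 uM over 15 uM unlabeled; heparin inducer 20 uM final; 37 C, 6 hr; FP endpoint.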
JMJD2E inh: JMJD2E (human) inhibition; 1.6% of 230,000 active; JMJD2E catalytic domain, FDH-coupled NADH fluorescence (FDH is formaldehyde dehydrogenase); Potency, µM (series often up to 57.1 µM), without a hit: top-dose activity change, negative = inhibition, most hits filed as inhibitors; B2RXH2; AID 2147; active = well fitted inhibition curve with a large enough effect, not every such curve was filed as active; inconclusive = small, poorly fitted or top-dose-only effect, or another doubt; inactive = no such curve, though single readings can be large or run the other way;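 also: 0% = wells with enzyme and -100% = buffer wells without enzyme; nearly all actives have a fitted effect of over 50% in size; many of its hits are not listed in these tables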
Target sequence (B2RXH2 1-337 limits assumed): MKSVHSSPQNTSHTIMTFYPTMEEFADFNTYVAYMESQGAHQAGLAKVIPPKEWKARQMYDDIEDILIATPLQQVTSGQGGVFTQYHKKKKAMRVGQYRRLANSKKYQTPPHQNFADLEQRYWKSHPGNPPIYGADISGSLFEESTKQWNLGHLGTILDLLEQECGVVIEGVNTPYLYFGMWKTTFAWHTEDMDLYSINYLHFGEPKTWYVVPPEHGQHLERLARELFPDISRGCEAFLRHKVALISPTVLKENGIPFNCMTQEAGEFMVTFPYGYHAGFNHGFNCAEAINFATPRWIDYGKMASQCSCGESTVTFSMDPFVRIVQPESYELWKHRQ
Tau fibril ThT: blocks human tau fibril formation measured by thioflavin T. Potency, µM (doses to about 57.4 µM), for the others: at the highest dose activity, negative = inhibition, most hits filed as inhibitors. 2.1% of 270,000 active. AID 1460. recombinant tau K18 P301L, heparin-induced fibrillization, ThT fluorescence; also: % is scaled to controls: 0 for no effect and ±100 for the full control effect; nearly all actives have a fitted effect of over 55% in size
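Heparin-induced (20 uM) aggregation of recombinant human K18 P301L tau, 15 uM unlabeled with 0.24 uM labeled, pH 7 acetate buffer, 6 hr at 37 C with compound. Fibrils quantified by 30 uM ThT fluorescence after 1 hr ambient incubation.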
SMN2 splice enh: enhancers of SMN2 splice variant expression; Potency, µM (top dose mostly 46.1 µM), for inactives: top-dose activity change, positive = activation, hits mostly activators; HEK293 SMN2-luciferase splicing reporter, luminescence, 30-36 h; AID 1458; 2.8% of 210,000 active; also: % of control where 0% means no effect; nearly all actives have a fitted effect of over 55% in size
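HEK293 cells carry an SMN2 minigene-luciferase reporter in which exon 7 inclusion puts luciferase in frame. Cells were seeded at 2000 cells/well, attached for 10-12 hours, then exposed to compounds for 30-36 hours at 37C before ONE-Glo luminescence.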
HTT ATP protect: cytoprotection in Huntington HTT-Q103 PC12 cell model. PC12 HTT-Q103 induced, cytoprotection, ATP luminescence, 40 h. Potency, µM (series often up to 56.4 µM), without a hit: cytoprotection (ATP increase), usual class: activators. 0.14% of 230,000 active. AID 1471;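 also: % of control where 0% means no effect; nearly all actives have a fitted effect of over 45% in size; toxic huntingtin expression switched on by the ecdysone agonist tebufenozide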
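Readout: ATPlite luminescence (ATP level). Model: stable PC12, inducible Htt exon1 Q103-GFP. Inducer: tebufenozide, 100 nM final. Compounds: dose series. No G418 in medium.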
ALDH1A1 inh: blocks purified human ALDH1A1 activity; P00352; Purified ALDH1A1, NADH fluorescence, propionaldehyde substrate; Potency, µM (top dose mostly 75.3 µM), inactives show top-dose activity, negative = inhibition, actives largely listed as inhibitors; 7.3% of 220,000 active; AID 1030; active = well fitted inhibition curve with a large enough effect, not every such curve was filed as active; inconclusive = small, poorly fitted or top-dose-only effect, or another doubt; inactive = no such curve, though single readings can be large or run the other way;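 also: plate controls were no enzyme wells and a reference inhibitor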
Target sequence (P00352 whole entry, looked up): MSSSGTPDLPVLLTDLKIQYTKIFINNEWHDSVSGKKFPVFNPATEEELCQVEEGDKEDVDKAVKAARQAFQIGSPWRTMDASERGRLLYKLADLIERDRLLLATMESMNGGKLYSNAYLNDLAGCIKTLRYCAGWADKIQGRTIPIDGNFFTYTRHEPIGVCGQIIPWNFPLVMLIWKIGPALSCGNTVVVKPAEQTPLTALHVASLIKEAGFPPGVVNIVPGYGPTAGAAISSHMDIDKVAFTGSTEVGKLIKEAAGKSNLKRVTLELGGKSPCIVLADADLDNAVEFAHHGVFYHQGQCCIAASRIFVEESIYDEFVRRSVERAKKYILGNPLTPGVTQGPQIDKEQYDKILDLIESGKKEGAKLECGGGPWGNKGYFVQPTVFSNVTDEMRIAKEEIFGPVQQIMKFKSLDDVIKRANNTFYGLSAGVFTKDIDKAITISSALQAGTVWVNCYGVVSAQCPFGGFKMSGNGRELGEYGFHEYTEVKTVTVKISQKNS
Tau fluor cs: counter-screen for tau fibril formation inhibitors; tau K18 P301L Alexa594 fluorescence, heparin fibrillization; Potency, µM (series often up to 57.7 µM), inactives show top-dose activity change, negative = decrease; 0.93% of 280,000 active; AID 1463; also: % is scaled to controls: 0 for no effect and ±100 for the full control effect; nearly all actives have a fitted effect of over 55% in size
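Human tau K18 P301L (15 uM unlabeled, 0.24 uM Alexa 594-labeled) in 100 mM sodium acetate pH 7 with 20 uM heparin, 6 hr at 37 C. ThT 30 uM added, 1 hr ambient; Alexa 594 FP and total fluorescence read at 555/632 nm.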
HTT aggregate: mutant huntingtin aggregation inhibition; 1.1% of 220,000 active; Potency, µM (series often up to 46.1 µM), inactives show top-dose activity change, negative = inhibition, actives largely listed as inhibitors; PC12 HttQ103-GFP aggregates, Acumen cytometry, 40 h; also: % is scaled to controls: 0 for no effect and ±100 for the full control effect; nearly all actives have a fitted effect of over 60% in size
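Aggregate formation scored by laser-scanning cytometer (488 excitation, 500–530 emission) in lysed PC12 cells expressing Q103-GFP after 100 nM tebufenozide induction; library tested in dose series, with ATPLite reagent added in the multiplex.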
* marks the source's active call; other numbers are inactive results; ? = inconclusive; . = not tested or not shown; & = joins results of further samples; [ ] = dose if it differs, or a comment. Unless noted, calls follow the shape of the dose curve; as a rule, active = well fitted curve in the direction sought with a large enough effect; inconclusive = small, poorly fitted or top-dose-only effect, or another doubt; inactive = no such curve, though single readings can be large; an effect the other way counts as inactive or inconclusive. Potency is read from the fitted curve at half-maximal effect. These rows are one share of the data, so the mix of outcomes need not match the whole.

The line under a structure holds: Tau fibril FP, JMJD2E inh, Tau fibril ThT, SMN2 splice enh, HTT ATP protect, ALDH1A1 inh, Tau fluor cs, HTT aggregate
1. COc1ccc2c(c1)Sc1ccccc1N2CCN(C)C
 : 2%, ?, -5%, 30%, -24%[10 µM], -10%, -5%, 18%
2. Cc1ccc(-n2nc(N)c3c(=O)oc(N(C)C)nc32)cc1
 : 2%, 1%, -6%, -8%, -45%[inhibitor], 2%, 1%, -8%
3. O=C(O)CCC/C=C\CC1C2CCC(O2)C1CNNC(=O)Nc1ccccc1 (stereo not given)
 : -1%&0%, 5%, -2%&0%, 20%&-1%, -34%&-58%, -5%&16%, -3%&3%, .
4. COc1cccc(C2C3=C(N=c4s/c(=C\c5cccc(O)c5)c(=O)n42)c2ccccc2CC3)c1OC (stereo not given)
 : 22µM*, -20%, ?, -19%, 10%[10 µM], -7%, ?, -9%
5. COc1cccc(C(=O)CN2CCN(S(=O)(=O)c3ccc(Br)cc3)CC2)c1
 : -11%, -28%, ?, -6%, -16%, 11µM*, -14%, -7%
6. CC(=O)c1ccc(N2CCN(C(=O)COc3ccc(F)cc3)CC2)c(F)c1
 : 6%, -2%, -16%, -30%[inhibitor], -14%, ?, -1%, 6%[9.22 µM]
7. CNC(=O)C(=O)Nc1c(O)c2ccccc2[nH]c1=O
 : -3%, -27%, ., ., 1%[10 µM], ., 7%, -10%[9.22 µM]
8. CCOC(=O)c1ccc(NC(=O)Nc2ccn(C)n2)cc1
 : -9%, 12%, -16%, 8%, -3%, 7%, -14%, -10%
9. COc1ccc(CNC(=S)N/N=C/c2ccc(OC)c(OC)c2)cc1
 : 9%, -12%, -14%, 0%, -28%, ?, ?, ?
10. N#CC1=C(N)C(C#N)(C#N)[C@H](c2c(F)cccc2F)[C@H]2CC3(CC=C12)OCCO3
 : ?, ?, ?, 17%, 0%, ?, -19%, -1%[9.22 µM]
11. CCOC(=O)NCc1ccc2c(c1)cc(C)n2C
 : 5%, ?, -12%, 8%, -4%, -6%, -4%, 10%
12. Cc1c(NC(=O)c2ccc3c(c2)C(=O)N(Cc2ccco2)C3=O)cccc1C(=O)O
 : 3%, 2%, -5%, -8%, -18%, ?, -3%, 10%
13. COc1ccc(NC(=O)C(c2ccccc2)N(C)C(=O)CNC(C)=O)cc1 (stereo not given)
 : -4%, 5%, -10%, -16%, 13%, -5%, -12%, ?
14. O=C(NC1CCCCC1)c1cc([N+](=O)[O-])ccc1N1CCOCC1
 : 1%, -2%, -6%, -8%, -11%, -8%, -2%, 10%
15. COCCn1c(Cc2ccccc2)nnc1SCc1ccc([N+](=O)[O-])cc1
 : 3%, -1%, 2%, 1%, 15%[10 µM], -4%, -3%, 10%
16. CCC(=O)N(Cc1ccco1)c1nc(C(=O)Nc2ccc(Cl)cc2)c(C)s1
 : -2%, ?, -6%, 4%, 6%[1.9 µM], 22µM*, -23%, ?
17. Cc1c(Nc2nc(-c3ccccc3)cs2)c(=O)n(-c2ccccc2)n1C
 : 6%, 0%, -3%, 25%, 15%[10 µM], -2%, -1%, -2%
18. COc1ccc(N=C2SC(CC(=O)Nc3ccccc3)C(=O)N2CC2CCCO2)cc1 (stereo not given)
 : -7%, 1%, -10%, 2%, -5%[10 µM], ?, ?, -25%
19. CN1/C(=C/C(=O)CSc2ccccc2C(=O)O)C(C)(C)c2ccccc21
 : 4%, 3%, ?, ., ?, ., ?, 22%[9.22 µM]
20. O=[N+]([O-])c1ccc(-c2csc(N3CCc4ccccc4C3)n2)cc1
 : 11%, 13%, 5µM*, -8%[1.84 µM], 1%[10 µM], -11%, ?, 3%
21. O=C(Nc1cccs1)Nc1cc(C(F)(F)F)ccc1Cl
 : -3%, ., -14%, -14%, ., ., 6.3µM*[quencher], .
22. c1coc(CSc2ncnc3c2oc2ccccc23)c1
 : -1%, -6%, -14%, ., -24%[10 µM], ., -12%, -10%[9.22 µM]
23. O=C1c2cc(Cl)ccc2OC2(CCNCC2)C12CC(c1ccccc1)=NO2 (stereo not given)
 : 4%, -9%, -11%, ., -9%[10 µM], ., -16%, -43%[9.22 µM]
24. c1ccc(-c2nnc(SCC3CCCCO3)nc2-c2ccccc2)cc1 (stereo not given)
 : 0%, -10%, -13%, 15%, -37%[inhibitor], ?, -12%, -30%
25. CCS(=O)(=O)c1ccc2c(c1)N(S(C)(=O)=O)CC(C(=O)NCc1ccccc1OC)O2 (stereo not given)
 : -1%, 3%, -1%, -6%, 9%, -1%, 2%, -4%
26. O=C(/C=C/c1ccccc1O)c1ccc(Cl)cc1
 : 5%, 0%, ?, ., -3%[10 µM], 0%, -18%, -13%[9.22 µM]
27. Cc1cc2sc3ccccc3c(=O)c2c(C)c1O
 : 0%, 6%, ?, ., 12%[10 µM], ?, ?, -2%[9.22 µM]
28. Cc1cc(N/N=C/c2ccc(O)cc2O)nc(-c2ccccc2O)n1
 : ?, ?, ?, -26%, 18%[10 µM], 10%, ?, ?
29. O=c1cc(-c2ccccc2)c2cc3c(cc2[nH]1)OCCO3
 : 1%, ?, -4%, -28%, -39%[inhibitor], ?, -6%, ?
30. CC1CCC(NC(=O)c2ccc(CNc3c(NC4CCCCC4)c(=O)c3=O)cc2)CC1 (stereo not given)
 : 3%, -4%, 5%, ?, ., ?, -8%, 2%

(further entries)
| cpd | Compound | Tau fibril FP | JMJD2E inh | Tau fibril ThT | SMN2 splice enh | HTT ATP protect | ALDH1A1 inh | Tau fluor cs | HTT aggregate |
| --- | --- | --- | --- | --- | --- | --- | --- | --- | --- |
| 31 | CC(Sc1cnccn1)C(=O)O (stereo not given) | -12% | 3% | -1% | 6% | 17%[10 µM] | 5% | -5% | 11% |
| 32 | CCOc1cc(/C=C/c2ccc3cccc([N+](=O)[O-])c3n2)ccc1O | 8% | 2% | 14µM* | 9% | 19%[10 µM] | -1% | ? | 14% |
| 33 | CCOC(=O)c1ccc2[nH]c3ccccc3c2c1 | ? | ? | -8% | ? | -27% | ? | ? | 12% |
| 34 | O=C1c2ccccc2C(=O)N1OS(=O)(=O)c1ccccc1 | ? | ? | ? | 12% | 0%[10 µM] | ? | -15% | 32% |
| 35 | O=[N+]([O-])c1cc(Cl)ccc1N1CCCCC1 | -6% | 0% | -16% | -19% | -24% | -19% | -11% | 1% |
| 36 | N#CCSc1nc(Nc2ccc3c(c2)OCO3)c2ccccc2n1 | 2% | -3% | -17% | -26% | -36% | -10% | ? | 25µM* |
| 37 | N#Cc1cn(-c2ccccc2)nc1C(=O)c1ccccc1 | -14% | 4% | -4% | -2% | -22% | -9% | -25% | -2% |
| 38 | O=C(C1=C[C@H](c2ccc(Br)cc2)C[C@H](OCCCCO)O1)N1CCN(Cc2ccc3c(c2)OCO3)CC1 | 6% | -21% | -14% | . | 17%[10 µM] | ? | 4% | 7%[9.22 µM] |
| 39 | COc1ccc(C2NC(=O)N(C)C3=C2C(=O)N(c2ccc(C)cc2)C3)cc1 (stereo not given) | -6% | . | 1% | -5% | . | . | -4% | . |
| 40 | CCS(=O)(=O)NCC(c1ccco1)N1CCN(c2ccccc2F)CC1 (stereo not given) | 9% | 7% | 6% | 3% | 40%[10 µM] | -1% | 5% | -3% |
| 41 | CC1N(C)c2cc(NC(=O)c3ccco3)ccc2C1(C)C (stereo not given) | ? | 3% | ? | 16µM* | -45%[inhibitor] | -2% | 28µM*[fluorescent] | -22% |
| 42 | Nc1c(C(=O)Nc2cccc(F)c2)nnn1-c1cccc(C(F)(F)F)c1 | ? | -4% | -5%&2% | 16% | -50% | 2% | -12%&0% | -26% |
| 43 | CSc1nc2sc3c(c2c(=O)n1C)CCCC3 | 2% | 8% | -8% | -8% | -22% | ? | 6% | 1% |
| 44 | CCN(CC)S(=O)(=O)c1ccc(C(=O)/C=C/c2ccc(-c3ccc([N+](=O)[O-])cc3)o2)cc1 | 9% | 11% | ? | . | 15%[10 µM] | . | ? | 15%[9.22 µM] |
| 45 | Cc1cccc(C(=O)c2cnc3ccccc3c2-c2ccccc2)c1 | 9% | 0% | -11% | -25% | -27% | 13µM* | -9% | ? |

(next part)
| cpd | Compound | Tau fibril FP | JMJD2E inh | Tau fibril ThT | SMN2 splice enh | HTT ATP protect | ALDH1A1 inh | Tau fluor cs | HTT aggregate |
| --- | --- | --- | --- | --- | --- | --- | --- | --- | --- |
| 46 | O=C(Nc1ccc(C(=O)N2CCOCC2)cc1)c1cccc([N+](=O)[O-])c1 | 1% | -3% | -6% | . | -2% | 5% | -5% | 9% |
| 47 | CC1CCC2(CC1)Nc1ccccc1C(=O)N2c1ccccc1 (stereo not given) | 1% | ? | -9% | ? | -26% | ? | -16% | 10% |
| 48 | COc1cc(OC)c(NC(=O)c2ccc3c(SCC(=O)O)c4c(nc3c2)CCCC4)cc1Cl | 1% | -5% | ? | 5% | -17%[10 µM] | -17% | -10% | 16% |
| 49 | O=S(=O)(c1ccc2c(c1)CCN2)N1CCCCCC1 | 1% | . | 2% | -11% | . | . | -10% | . |
| 50 | CCn1c(=O)n(CC)c2cc(S(N)(=O)=O)ccc21 | -3% | 3% | -12% | -7% | -39%[inhibitor] | ? | -10% | -15% |

Profiles, quoted from the list.
CCn1c(=O)n(CC)c2cc(S(N)(=O)=O)ccc21 reads Tau fibril FP = -3%; JMJD2E inh = 3%; Tau fibril ThT = -12%; SMN2 splice enh = -7%; HTT ATP protect = -39%[inhibitor]; ALDH1A1 inh = ?; Tau fluor cs = -10%; HTT aggregate = -15%
O=S(=O)(c1ccc2c(c1)CCN2)N1CCCCCC1 reads Tau fibril FP = 1%; JMJD2E inh = .; Tau fibril ThT = 2%; SMN2 splice enh = -11%; HTT ATP protect = .; ALDH1A1 inh = .; Tau fluor cs = -10%; HTT aggregate = .

By substructure: the compounds so far with a thiophene ring, fused or not
| cpd | Compound | Tau fibril FP | JMJD2E inh | Tau fibril ThT | SMN2 splice enh | HTT ATP protect | ALDH1A1 inh | Tau fluor cs | HTT aggregate |
| --- | --- | --- | --- | --- | --- | --- | --- | --- | --- |
| 21 | O=C(Nc1cccs1)Nc1cc(C(F)(F)F)ccc1Cl | -3% | . | -14% | -14% | . | . | 6.3µM*[quencher] | . |
| 43 | CSc1nc2sc3c(c2c(=O)n1C)CCCC3 | 2% | 8% | -8% | -8% | -22% | ? | 6% | 1% |
